MsrA inhibitor – bovine MsrA inhibition | purified bovine MsrA, absorbance read-out | AID 651718 | inhibition, % at 15.5 µM | 360,000 tested, 0.75% active; in the data active means inhibition above about 4.5%;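 further: 0% = vehicle wells with enzyme and 100% = reference inhibitor wells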
MsrA act – activators of bovine methionine sulfoxide reductase A | purified bovine MsrA, absorbance read-out | activation, % at 10.6 µM | 360,000 tested, 0.3% active | AID 602163; in the data active means activation above about 7.5%;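 further: 0% = vehicle and 100% = reference activator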
MLLE-PAM2 inh – inhibitors of microRNA-mediated deadenylation, human PABP1 MLLE binding. inhibition, % at 20 µM. 360,000 tested, 0.36% active. P11940. GST-MLLE / FITC-PAM2 fluorescence polarization. AID 588489; in the data active means inhibition above about 35%, passing the limit was not always enough;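 further: plate controls were DMSO wells with GST-MLLE for no effect and wells lacking GST-MLLE protein for full effect; some results filed as inactive read as strong as hits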
E coli Lon inh – inhibitors of E. coli Lon protease; purified E. coli Lon protease, fluorescence polarization; inhibition, % at 7.94 µM; P0A9M0; 360,000 tested, 0.42% active; in the data active means inhibition above about 13%, passing the limit was not always enough;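 further: 0% = enzyme with probe and DMSO and 100% = no enzyme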
Target sequence (P0A9M0 whole entry, looked up): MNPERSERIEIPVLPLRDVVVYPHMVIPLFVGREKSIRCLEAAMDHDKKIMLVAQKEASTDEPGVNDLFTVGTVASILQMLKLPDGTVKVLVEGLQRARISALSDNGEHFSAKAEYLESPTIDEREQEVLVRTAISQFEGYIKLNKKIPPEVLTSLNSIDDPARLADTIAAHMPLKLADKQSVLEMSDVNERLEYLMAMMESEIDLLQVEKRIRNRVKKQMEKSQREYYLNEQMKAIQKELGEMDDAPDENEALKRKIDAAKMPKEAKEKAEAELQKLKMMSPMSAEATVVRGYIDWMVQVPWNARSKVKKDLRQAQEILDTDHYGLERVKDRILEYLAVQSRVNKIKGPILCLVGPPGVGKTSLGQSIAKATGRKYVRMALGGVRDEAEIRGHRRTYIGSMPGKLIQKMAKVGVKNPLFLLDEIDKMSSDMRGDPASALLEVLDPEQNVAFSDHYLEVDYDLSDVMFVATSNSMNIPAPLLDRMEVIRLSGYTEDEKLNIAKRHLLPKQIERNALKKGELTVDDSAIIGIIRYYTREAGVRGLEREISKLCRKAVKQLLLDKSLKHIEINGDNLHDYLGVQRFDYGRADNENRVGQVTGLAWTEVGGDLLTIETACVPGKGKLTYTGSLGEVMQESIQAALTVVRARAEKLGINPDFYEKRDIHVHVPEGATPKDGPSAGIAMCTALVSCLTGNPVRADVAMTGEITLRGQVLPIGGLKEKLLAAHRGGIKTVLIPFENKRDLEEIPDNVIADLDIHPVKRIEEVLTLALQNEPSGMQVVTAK
Rin1 Abl inh – human Rin1-Abl interaction inhibition | P00519+Q13671 | AID 588664 | 360,000 tested, 0.4% active | TR-FRET Rin1/Abl binding, biochemical | inhibition, % at 7.35 µM; in the data active means inhibition above about 5%, passing the limit was not always enough
Rpn11 inh – Rpn11 (human) deubiquitinase inhibition; human 26S proteasome, Ub4-pepOG fluorescence polarization; 20S core pre-blocked with epoxomicin; O00487; 360,000 tested, 0.59% active; calls only at 20 µM;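 active means inhibition at 20 µM, scaled to each plate's controls, above about 33%, limit read from the data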
Target sequence (O00487 whole entry, looked up): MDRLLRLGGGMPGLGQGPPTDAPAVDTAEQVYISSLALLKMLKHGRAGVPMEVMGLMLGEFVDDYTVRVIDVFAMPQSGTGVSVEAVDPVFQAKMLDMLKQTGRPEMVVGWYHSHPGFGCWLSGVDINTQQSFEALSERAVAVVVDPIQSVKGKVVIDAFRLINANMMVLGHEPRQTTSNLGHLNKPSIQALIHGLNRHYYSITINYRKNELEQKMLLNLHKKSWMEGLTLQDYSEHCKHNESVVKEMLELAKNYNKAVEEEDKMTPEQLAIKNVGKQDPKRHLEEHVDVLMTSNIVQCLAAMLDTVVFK
FAS-TE inh – FAS thioesterase (human) inhibition; P49327; recombinant FAS-TE, OMFH fluorogenic substrate, fluorescence endpoint; inhibition, % at 15 µM; 360,000 tested, 0.67% active; AID 602261;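 active means compounds whose normalised, plate-corrected inhibition of enzyme fluorescence in the single-dose primary screen is 50% or more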;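 further: 0% = DMSO with enzyme and 100% = substrate without enzyme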
CSN deneddyl inh – blocks human CSN-mediated cullin deneddylation; Purified CSN, SCF-Nedd8-OG deneddylation, fluorescence polarization; 360,000 tested, 0.38% active; Q92905; inhibition, % at 12.5 µM;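 active means pattern-corrected inhibition above about 35%, with an unprinted fluorescence ratio check between 0.5 and 1.5, limit read from the data, passing the limit was not always enough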;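 further: 0% = enzyme with substrate and 100% = substrate without enzyme; some results filed as inactive read as strong as hits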
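Assay system: HEK293T-derived human Csn5 enzyme; quantity: 0.24 nM enzyme; medium: Tris/NaCl/DTT buffer, pH 7.5; also added: substrate SCFSkp2-Nedd8OG, 10 nM; doses: 12.5 µM compound; schedule: 90 min reaction at room temperature; signal: FP; read-out: % inhibition of substrate cleavage by Csn5; benchmarks: substrate-only high control, full reaction low control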
MT1-MMP act inh – MT1-MMP (human) activation inhibition. GFP/RFP ratio change, % at 20 µM. 360,000 tested, 0.061% active. P50281. HT1080 RFP-PRO-GFP cells, GFP/RFP ratio fluorescence, overnight; percent of plate control window, DMSO zero;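 active means GFP/RFP ratio change of at least 30% with cell ATP level not reduced by more than half and red fluorescence within 50% of control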; further: strong numbers were not always called active
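Assay system: HT1080 cells carrying an RFP-PRO-GFP reporter | Dosing: Single dose of 20 µM compound, 1% DMSO final | Incubation: Cells overnight before dosing, compound overnight, 37 °C, 5% CO2 | Evaluation: GFP/RFP fluorescence ratio | Control set: DMSO and RFP-L50D-GFP cell wells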
Starred values were filed as active, the others as inactive; i = inactive; · = not tested or not shown; + = active, no number; & = joins results of further samples. A portion of the library. The share of hits here may be higher or lower than overall.

SMILES	MsrA inhibitor	MsrA act	MLLE-PAM2 inh	E coli Lon inh	Rin1 Abl inh	Rpn11 inh	FAS-TE inh	CSN deneddyl inh	MT1-MMP act inh
CCOP(=O)(OCC)c1ccc(OP(=O)(c2cccc([N+](=O)[O-])c2)c2cccc([N+](=O)[O-])c2)cc1	-0.5	-7	-1	2	-4	i	-10	-2	2
COc1ccc(N=Cc2c(O)n(Cc3ccccc3)c(=S)[nH]c2=O)c(OC)c1	-1.2	-2	-34	-4	0	·	-6	5	-18
CNC(=O)O/N=C/c1nn(C(=O)C(C)(C)C)cc1Br	-0.8	-3	-2	18	-3	i	-5	2	3
CSc1ccccc1C(=O)C1CCCN(Cc2ccncc2)C1 (centres undefined)	0.3	0	3	-3	-2	i	-2	2	1
Cc1nc2ccccc2c(=O)n1-c1cc(F)ccc1F	-0.3	-7	10	11	-2	i	-5	-6	9
CCCCn1c(O)c(C(C)=NCCCN(C)C)c(=O)[nH]c1=O	-0.8	-9	5	-7	-2	i	-4	-6	-4
CCC1CN1P(=O)(Oc1ccc(Cl)cc1)N1CC1CC (centres undefined)	0.1	4	3	-3	1	i	-8	-2	3
CSCCC(c1nnnn1C1CCCCC1)N1CCC2(CC1)C(=O)NCN2c1ccccc1 (centres undefined)	-0.6	0	10	-1	1	i	8	0	-2
CCCCC(CC)CNCC(O)c1ccccc1 (centres undefined)	0.5	-6	4	-5	0	i	-2	1	6
CSc1ncc(/C=C2/C(=O)NC(=O)N(C3CCCCC3)C2=O)cn1	-1.6	-2	3	-20	1	i	2	6	-4
O=C1C=CC(=O)C2C1C1(Cl)C(Cl)=C(Cl)C2(Cl)C1(Cl)Cl (centres undefined)	0.1	2	16	-4	2	i	60*	3	3
CCC(=Nc1cc(OC)ccc1OC)c1c(O)[nH]c(=O)[nH]c1=O	0.7	-3	18	2	2	i	-10	2	-1
NCCc1c[nH]c2ccc(C(N)=O)cc12	-0.9	-3	0	2	0	i	-2	4	-1
O=c1[nH]c(=O)n(Cc2ccco2)c(O)c1C=NCc1cccs1	0.5	-9	-2	-13	2	i	-6	-6	-1
O=[N+]([O-])c1ccc(N2CCNCC2)cc1NCC1CCCO1 (centres undefined)	1.3	1	3	3	-12	i	0	-2	-11
CCN1CCN(S(=O)(=O)c2ccc(Cl)c(C(=O)Nc3ccc(C(=O)N(CC)CC)cc3)c2)CC1	-0.2	-2	-119	-9	1	i	-4	5	1
O=P1(c2ccccc2)Nc2ccccc2N1c1ccccc1 (centres undefined)	-1.0	0	-8	-16	1	i	-3	6	6
Cn1c(O)c(C=NCCN2CCOCC2)c(=O)[nH]c1=S	2.3	-2	-8	-5	0	i	-9	-2	1
CC(C)[C@H]1C(=O)N2CCC[C@H]2[C@]2(O)O[C@](NC(=O)[C@@H]3C=C4c5cccc6[nH]cc(c56)C[C@H]4N(C)C3)(C(C)C)C(=O)N12	·	-1	68	64*	-2	i	-13	-31	-27
CCc1ccc(C(=O)C23CN4CN(CN(C4)C2)C3)cc1	0.7	-3	4	-15	0	i	-10	2	-1
Cc1ccc2c(c1)N(CCC(=O)N1CCC3(CC1)OCCO3)C(=O)CO2	0.7	-2	-13	-5	-1	i	-6	-3	5
O=C1/C(=C\c2cccnc2)N2CCC1CC2	2.8	-2	0	-9	0	i	-6	-4	-2
COc1ccc(/C=C/C(=O)NC(=S)N2C[C@H]3C[C@H](C2)c2cccc(=O)n2C3)cc1OC	4.3	-2	0	-8	-6	i	-3	5	2
CN(C)C1C(=O)C(C(N)=O)=C(O)C2(O)C(=O)C3=C(O)c4c(O)cccc4C(C)(O)C3CC12 (centres undefined)	·	0	0	7	2	i	0	17	1
CCn1cc(CN2CCCC(C(=O)c3sccc3C)C2)cn1 (centres undefined)	-0.5	0	-12	0	4	i	-3	-4	2
c1ccc2c(CCNC3=NCCC3)c[nH]c2c1	-0.1	-3	2	-2	-3	i	-6	3	-1
O=c1[nH]c2ccccc2n1C1CCN(C(c2nnnn2-c2ccc3c(c2)OCCO3)C2CC2)CC1 (centres undefined)	-0.8	2	-10	-4	17*	i	10	0	-14
c1ccc(CN2CCN(Cc3ccc4ccccc4c3)CC2)cc1	0.1	-3	13	-12	0	i	5	-3	-2
COc1ccc(/C=C/C(=O)NC(=S)N2C[C@H]3C[C@H](C2)c2cccc(=O)n2C3)cc1	1.6	-8	11	-5	4	i	-2	1	0
CN1CCC(N(C)Cc2cccnc2)CC1	0.7	-3	1	-5	3	i	-6	4	1

Limited to FAS-TE inh, for some of the entries so far:
SMILES	FAS-TE inh
O=C1/C(=C\c2cccnc2)N2CCC1CC2	-6
COc1ccc(/C=C/C(=O)NC(=S)N2C[C@H]3C[C@H](C2)c2cccc(=O)n2C3)cc1OC	-3
CN(C)C1C(=O)C(C(N)=O)=C(O)C2(O)C(=O)C3=C(O)c4c(O)cccc4C(C)(O)C3CC12 (centres undefined)	0

More results
SMILES	MsrA inhibitor	MsrA act	MLLE-PAM2 inh	E coli Lon inh	Rin1 Abl inh	Rpn11 inh	FAS-TE inh	CSN deneddyl inh	MT1-MMP act inh
COc1ccc(C(=O)CC(c2ccc3c(c2)OCO3)c2c(O)c3ccccc3oc2=O)cc1OC (centres undefined)	-0.6	-3	5	-2	0	i	-3	0	3
Cc1ccc(N)c(C(=O)c2ccc(Br)cc2)c1	-1.2	-2	-13	5	0	i	33	-2	-3
Nc1ccc(S(=O)(=O)N2CC3CC(C2)c2cccc(=O)n2C3)cc1 (centres undefined)	0.1	0	-2	3	-2	i	-1	-3	-1
Cc1ccccc1N1C(=O)NC(=O)/C(=C\c2cc(Br)c(N3CCOCC3)o2)C1=O	0.0	-3	-165	-231	-3	·	-14	103	-123
CC1(O)CCC2C3CCC4=CC(=O)CCC4=C3C=CC21C (centres undefined)	3.7	-5	1	16	1	i	-8	2	2
CC(=NCc1ccco1)c1c(O)n(-c2ccccc2)c(=O)[nH]c1=O	-0.6	-3	5	2	0	i	-4	8	6
CN(C)CC1CSCCC1(O)c1ccccc1Cl (centres undefined)	-0.5	-3	1	-1	-1	i	-7	-1	-4
C[C@H]1OC[C@@H](C[N+](C)(C)C)O1	2.0	-1	-142	1	1	i	-2	4	-3
ClC1C(Cl)C(Cl)C(Cl)C(Cl)C1Cl (centres undefined)	-1.5&-0.5	-1&-2	-6&-2	-1&5	-6&-2	i	8&4	4&-7	0&1
CCOC(=O)c1ccccc1NC(=O)c1c(O)[nH]c(=O)[nH]c1=O	-0.2	-4	4	-6	0	i	-10	1	0
COc1ccc(CN2C(=O)NC(=O)/C(=C\c3ccco3)C2=O)cc1	-1.2	-4	-58	-103	-1	+	-1	62*	-19
ClCCN1CCN(c2ccnc3cc(Cl)ccc23)CC1	0.9	-4	8	-4	1	i	-1	2	-12
C[C@]12CCC3C(CC[C@H]4C[C@@H](O)CC[C@]34C)C1C[C@@H](O)[C@H]2O (some centres undefined)	0.9	2	13	-3	4	i	-1	-1	3
CCc1ccc(NP(=O)(Oc2ccccc2F)Oc2ccccc2F)cc1	0.3	-2	4	6	-1	i	34	0	-2
COc1ccc(-n2c(/C=C/c3ccc(O)c(OC)c3)nc3ccccc3c2=O)cc1	1.8	-6	-65	-161	1	·	11	14	-56
Cc1ccccc1-n1c(O)c(C(c2ccncc2)c2c(O)n(-c3ccccc3C)c(=O)[nH]c2=O)c(=O)[nH]c1=O	-1.1&1.5	-4&-4	19&7	-6&-11	1&0	i	-5&-2	-2&-1	1&2
CNC(=O)Oc1ccc(-c2cn3cc(Cl)ccc3n2)cc1	1.5	-4	-9	13	1	i	-2	3	3
CCCCCn1c(=O)c(C(=O)NCc2ccccc2)c(O)c2ccccc21	-0.6	-4	-1	7	-1	i	23	0	-3
Cc1nn(Cc2ccccc2Cl)c(Cl)c1C(=O)OC(C(=O)NC(N)=O)C(C)C (centres undefined)	-0.4	-6	-9	-3	-3	i	-10	-11	-1
O=C(C1c2ccccc2C(=O)N2CCc3ccccc3C12)N1CCC2(CC1)OCCO2 (centres undefined)	-0.5	-4	-4	0	0	i	-10	0	0
CCCCCn1c(=O)c(C(=O)Nc2ncccc2C)c(O)c2ccccc21	0.6	-1	-4	-6	0	i	10	-8	-4
CCCNC(=O)Cn1cnc2sc(C(=O)N3CCC4(CC3)OCCO4)c(C)c2c1=O	0.9	-3	-12	3	-1	i	-4	-1	-1
CC(NCc1ccccc1Cl)C(O)c1ccccc1 (centres undefined)	-0.6	-8	-17	3	7	i	-5	1	5
OC1/C(=C/c2ccc(Cl)cc2Cl)N2CCC1CC2 (centres undefined)	1.2	-1	3	5	2	i	-1	-7	3
O=C(Nc1ccc(F)cc1)N1Cc2ccccc2-n2nncc2C1	-0.2	-3	-11	-1	-3	i	-1	3	-1
Cc1cccc(C)c1-n1nnnc1C(c1cccc2ccccc12)N1CCC2(CC1)C(=O)NCN2c1ccccc1 (centres undefined)	-0.4	-1	4	-3	5	i	-2	-5	2
Cc1cc(N2CCCC2)ccc1C=C(C#N)C#N	0.6	-1	57	-25	-1	i	-98	50	-104
CC1(C)N(O)C2CCCCC2N1O (centres undefined)	1.0	-5	3	9	-1	i	-11	2	0
Cc1cc(/C=C2/C(=O)NC(=O)N(c3ccccc3)C2=O)c(C)n1-c1ccc(F)cc1	-0.5	0	27	-17	0	i	-5	0	-8
Cc1ccc(NC(=O)c2ncn(CCCNCCN3CCOCC3)n2)cc1C	0.1	-13	11	-9	2	i	-7	3	3
COC(=O)C1=C(c2cccc(OCc3ccccc3)c2)C[C@@H]2CC[C@H]1N2C(=O)NCc1ccc(C(C)(C)C)cc1	-0.3	-5	-7	-9	3	i	19	-4	-9
COC(=O)C(O)(c1ccc(N=Cc2ccccc2O)c(C)c1)C(F)(F)F (centres undefined)	-0.6	-1	0	-6	0	i	-10	4	1
N#Cc1c(Cl)nc(Cl)c2c1CCN(Cc1ccccc1)C2	0.7	-4	-14	-7	-1	i	26	-6	-5
O=C(c1ccccc1)C(Cc1ccccc1)N1CCOCC1 (centres undefined)	0.4	-4	3	1	-2	i	-2	1	-1
O=P(Nc1ccccc1)(Nc1ccccc1)Oc1cccc(Cl)c1	-1.1	5	-4	-3	-1	i	17	2	5
O=C(C(=O)N1CCC2(CC1)OCCO2)c1c[nH]c2ccccc12	1.7	-14	1	2	4	i	-13	2	5
CC(=NCCC1=CCCCC1)c1c(O)n(C)c(=O)n(C)c1=O	-0.4	-4	-4	-3	-7	i	2	1	-1
Cc1cccc(N2C(=O)NC(=O)/C(=C\C=C\c3ccco3)C2=O)c1	1.3	-6	-85	-81	-2	i	-5	50*	-36
O=C(Cc1ccccc1)N1CCN(CC2CC3C=CC2C3)CC1 (centres undefined)	-0.9	-3	4	-8	3	i	-6	-3	5
O=C(COc1ccccc1)N1CCN(CC2CC3C=CC2C3)CC1 (centres undefined)	-0.1	0	0	-3	6	i	-3	-4	3
CCn1c(O)c(C=NCCN2CCOCC2)c(=O)[nH]c1=S	1.5	-2	-1	2	0	i	-4	0	1

Record cards, as listed above.
Listed for CC(=NCCC1=CCCCC1)c1c(O)n(C)c(=O)n(C)c1=O : MsrA inhibitor: -0.4; MsrA act: -4; MLLE-PAM2 inh: -4; E coli Lon inh: -3; Rin1 Abl inh: -7; Rpn11 inh: i; FAS-TE inh: 2; CSN deneddyl inh: 1; MT1-MMP act inh: -1
Listed for COc1ccc(N=Cc2c(O)n(Cc3ccccc3)c(=S)[nH]c2=O)c(OC)c1 : MsrA inhibitor: -1.2; MsrA act: -2; MLLE-PAM2 inh: -34; E coli Lon inh: -4; Rin1 Abl inh: 0; Rpn11 inh: ·; FAS-TE inh: -6; CSN deneddyl inh: 5; MT1-MMP act inh: -18

From PubChem BioAssay
